Mtb UGM inh: blocks M. tuberculosis UGM enzyme; purified UGM, fluorescence polarization probe displacement; inhibition, % at 10 µM; 320,000 tested, 0.06% active; in the data active means inhibition above about 10%, passing the limit was not always enough; inconclusive means no clear call, values can overlap the other calls
Target sequence (P9WIQ1 whole entry, looked up): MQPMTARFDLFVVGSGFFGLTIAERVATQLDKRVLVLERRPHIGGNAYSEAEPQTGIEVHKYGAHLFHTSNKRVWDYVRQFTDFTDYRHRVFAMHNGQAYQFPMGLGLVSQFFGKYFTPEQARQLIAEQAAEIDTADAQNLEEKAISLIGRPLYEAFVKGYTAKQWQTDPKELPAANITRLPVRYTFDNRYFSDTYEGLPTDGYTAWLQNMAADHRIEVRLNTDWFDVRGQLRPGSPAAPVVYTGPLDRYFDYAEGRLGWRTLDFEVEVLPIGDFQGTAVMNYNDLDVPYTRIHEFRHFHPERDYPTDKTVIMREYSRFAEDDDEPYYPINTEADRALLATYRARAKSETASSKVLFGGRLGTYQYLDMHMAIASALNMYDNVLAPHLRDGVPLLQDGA
Mtb BioA inh: blocks M. tuberculosis BioA enzyme activity. 360,000 tested, 0.096% active. purified M. tuberculosis BioA enzyme, plate reader. inhibition, % at 9.99 µM. AID 602481; in the data active means inhibition above about 40%; inconclusive means no clear call, values can overlap the other calls
FBA Mtb inh: Mtb fructose-bisphosphate aldolase inhibition | inhibition, % at 1 µM | P9WQA3 | AID 588726 | 360,000 tested, 2.3% active | purified M. tuberculosis FBA, fluorescence read-out; in the data active means inhibition above about 27%;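 further: 0% = vehicle and 100% = reference inhibitor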
Target sequence (P9WQA3 whole entry, looked up): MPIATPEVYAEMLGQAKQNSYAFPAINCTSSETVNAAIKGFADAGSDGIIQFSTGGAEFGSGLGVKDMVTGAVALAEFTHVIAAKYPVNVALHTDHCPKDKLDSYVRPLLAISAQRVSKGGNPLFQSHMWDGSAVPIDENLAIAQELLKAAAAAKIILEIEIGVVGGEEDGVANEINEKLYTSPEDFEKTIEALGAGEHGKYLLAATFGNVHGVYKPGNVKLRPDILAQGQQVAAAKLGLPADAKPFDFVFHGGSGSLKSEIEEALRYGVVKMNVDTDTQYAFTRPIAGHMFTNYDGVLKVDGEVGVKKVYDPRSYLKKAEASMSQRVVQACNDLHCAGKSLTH
CCHFV vOTU inh: CCHFV vOTU protease inhibition | inhibition, % at 11.5 µM | 370,000 tested, 0.55% active | Pep-AMC fluorescence; further: 0% = vehicle wells with enzyme and 100% = no enzyme wells
GDH-TPI inh: inhibits GDH-TPI coupling enzymes, artifact for Mtb FBA screen | GDH-TPI coupled enzyme counterscreen, NADH absorbance | inhibition, % at 4.8 µM | 360,000 tested, 1.2% active | AID 588335;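 further: 0% = DMSO wells and 100% = wells lacking the enzyme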
PrPC surface inh: cell surface PrPC inhibition, primary TR-FRET screen. TR-FRET read-out. inhibition, % at 13.8 µM. 370,000 tested, 0.43% active; in the data active means inhibition above about 24%; further: 0% = median of the test wells and 100% = reference compound wells
BoNT-F LC inh: inhibitors of Botulinum neurotoxin F light chain protease; AID 588497; inhibition, % at 10 µM; 360,000 tested, 0.22% active; Multiplex microsphere protease cleavage assay, flow cytometry; in the data active means inhibition above about 35%, passing the limit was not always enough; inconclusive means no clear call, values can overlap the other calls; further: plate controls were buffer without enzyme for full effect and enzyme alone for no effect
FadD28 FP inh: M. tuberculosis FadD28 bisubstrate binding inhibition; FadD28 bisubstrate probe binding, fluorescence polarization; 360,000 tested, 0.22% active; inhibition, % at 12.5 µM; in the data active means inhibition above about 8.5%, passing the limit was not always enough; inconclusive means no clear call, values can overlap the other calls
BoNT-A LC inh2: BoNT A light chain protease inhibition; multiplex microsphere protease substrate cleavage, flow cytometry; 360,000 tested, 0.17% active; AID 588499; inhibition, % at 10 µM; in the data active means inhibition above about 30%; inconclusive means no clear call, values can overlap the other calls; further: plate controls were buffer without enzyme for full effect and enzyme alone for no effect
Active calls of the source: *; ? = inconclusive; · = no result given; & = joins results of further samples. Unless noted, no stated cut-off is given here; in the data, active means inhibition above about 30%; inactive means the rest.

The first five compounds as a preview:
Compound	Mtb UGM inh	Mtb BioA inh	FBA Mtb inh	CCHFV vOTU inh	GDH-TPI inh	PrPC surface inh	BoNT-F LC inh	FadD28 FP inh	BoNT-A LC inh2
Cn1cnnc1SCC(=O)c1cccc([N+](=O)[O-])c1	1.9	2.6	-1	-8	7	-14	-4	-2.4	0.2
CC(=O)NCc1c(Cl)cccc1-n1cccc1	1.5	2.4	1	-1	20	2	-2	0.1	?
COC(=O)/C=C1\NCCSC1=O	-1.7	-0.1	-2	13	20	-4	-2	-0.6	-2.5
COCCn1cc(C(=O)N2CCC3(CC2)OCCO3)c2c3ccccc3n(C)c2c1=O	1.6	-0.4	37*	-50	13	1	1	-2.7	-0.4
O=C(OC(C(=O)c1c[nH]c2ccccc12)c1ccccc1)c1cnccn1 (configuration not stated)	1.4	7.3	3	-2	13	-3	7	-1.8	0.5

Results, repeating the preview:
Compound	Mtb UGM inh	Mtb BioA inh	FBA Mtb inh	CCHFV vOTU inh	GDH-TPI inh	PrPC surface inh	BoNT-F LC inh	FadD28 FP inh	BoNT-A LC inh2
Cn1cnnc1SCC(=O)c1cccc([N+](=O)[O-])c1	1.9	2.6	-1	-8	7	-14	-4	-2.4	0.2
CC(=O)NCc1c(Cl)cccc1-n1cccc1	1.5	2.4	1	-1	20	2	-2	0.1	?
COC(=O)/C=C1\NCCSC1=O	-1.7	-0.1	-2	13	20	-4	-2	-0.6	-2.5
COCCn1cc(C(=O)N2CCC3(CC2)OCCO3)c2c3ccccc3n(C)c2c1=O	1.6	-0.4	37*	-50	13	1	1	-2.7	-0.4
O=C(OC(C(=O)c1c[nH]c2ccccc12)c1ccccc1)c1cnccn1 (configuration not stated)	1.4	7.3	3	-2	13	-3	7	-1.8	0.5
O=C(CCc1nc2ccccc2c(=O)[nH]1)Nc1ccccc1N1CCCCC1	·	-0.7	-1	4	10	6	4	-0.1	-0.2
Nc1ccc(C(=O)c2cccs2)cn1	-2.6	·	4	19	9	2	4	-1.5	1.3
C#CCOCCOCCOCCNc1nc(N2CCN(C(=O)Cn3cc(CCCN=C(N)N)nn3)CC2)nc(N2CCN(C(=O)Cn3cc(CC(C)O)nn3)CC2)n1 (configuration not stated)	·	-1.7	-1	1	3	-2	-7	-2.1	1.2
CCCn1c(SCC(=O)NCC)nc2sc3c(c2c1=O)CCC3	3.3	-3.0	3	9	17	-10	9	-0.1	0.6
Cc1ccc(CNC(=O)COc2ccc(C)nc2[N+](=O)[O-])cc1	-2.2	-0.3	-2	-10	1	-14	-5	-3.2	-1.0
CC(O)C(NS(=O)(=O)c1ccc(Cl)cc1)C(=O)OCC(=O)c1ccc2c(c1)NC(=O)CO2 (configuration not stated)	·	-0.3	1	3	4	4	-6	-3.2	-3.8
Nc1c2c(nc3ccccc13)N(c1ccccc1)CC2	-0.3	0.8	14	-76	-3	-24	11	-4.7	1.3
Cc1ccc(NC(=O)/C=C\C(=O)NCC(=O)O)cc1C	1.1	-1.3	3	-1	3	3	-5	-2.0	-0.1
COC(=O)Cn1cnc2scc(-c3ccc(C)cc3)c2c1=O	1.5	-0.5	3	-11	-7	-5	?	-4.8	-3.4
CCNc1nc(SCC(=O)OC)nc(N2CCOCC2)n1	-2.0	2.2	-1	-12	-11	-3	-1	-0.3	0.4
COc1cccc(N2CC(O)=C(c3ccccc3)C2=N)c1	-2.2	·	1	5	7	4	-11	-2.0	-0.7
C[C@@H]1CN([C@@H](C)CO)C(=O)c2cccc(NC(=O)C3CCCCC3)c2O[C@@H]1CN(C)C(=O)NC1CCCCC1	2.8	5.2&1.9	0	-3	-8	2	4	-2.5	-0.5
O=C(/C=C/c1ccc(Cl)cc1)Nc1ccc(CN2CCOCC2)cc1	-2.2	·	-2	0	22	10	-4	-2.1	-0.3
Nc1nc(-c2ccccc2)cs1	2.6	-1.7	-1	-12	3	-3	3	-1.0	-1.0
CN(Cc1nc2ccccc2c(=O)[nH]1)C(=O)c1ccc(NC(=O)CSc2nnnn2C)cc1	1.5	3.3	0	3	-1	0	2	-1.8	-0.1
COc1ccccc1S(=O)(=O)N(C)C[C@H]1OCc2cnnn2CCCC(=O)N([C@@H](C)CO)C[C@H]1C	·	-0.3&-2.1	-2	-7	3	-3	-1	-3.5	0.2
O=C(N/N=C/c1ccccc1F)c1cc2c(ccc3ccccc32)o1	-2.7	0.4	30*	-4	13	2	3	-3.2	-0.6
COc1ccc(NC(=O)NC2CC3CCCC(C2)N3Cc2ccccc2)cc1 (configuration not stated)	0.3	-1.0	4	-11	9	-4	5	0.8	-1.1
Cc1ccc(C(c2nnnn2CC2CCCO2)N2CCN(Cc3ccccc3)CC2)cc1 (configuration not stated)	0.3	·	2	-2	-4	-12	-4	-0.3	-1.1
C=CCOc1cccc(/C=N/NC(=O)CN2CCCCC2)c1	-0.1	1.0	-4	-4	-10	-2	16	-5.2	-3.0
O=C1c2cccc3c([N+](=O)[O-])c(O)cc(c23)C(=O)N1Nc1ccccc1	6.9	5.6	-11	15	3	-17	0	5.4	-0.4
CC(C)(C)n1nnnc1C(c1ccncc1)N1CCN(C2CCCCC2)CC1 (configuration not stated)	0.6	-1.0	-7	-2	5	-4	-15	0.0	-1.3
CN(Cc1ccccc1)C(=O)c1cccc(NC(=O)Cc2ccc(NC(=O)C3CCN(C(=O)C4CCCCC4)CC3)cc2)c1	·	0.7	-5	10	-5	10	-3	-3.0	0.2
CC(NC(=O)NC1CCCCC1)c1ccc2c(c1)OCO2 (configuration not stated)	-2.0	·	1	-8	1	0	-2	-0.5	-0.6
CC(=O)Nc1ccc(S(=O)(=O)N2CCN=C2SCc2cccc(C)c2)cc1	5.5	5.8	0	-7	-2	1	3	-7.5	-0.2
O=c1c2[nH]c3ccccc3c2ncn1CCCn1ccnc1	0.6	-1.0	6	-1	18	-9	3	-0.3	1.6
Cc1ccc(S(=O)(=O)c2c(C)c(C)c(C)[nH]c2=O)cc1	-0.3	-1.2	1	-13	16	-1	-27	-1.2	-0.3
CC(NC(=O)C1CCC(=O)N1Cc1ccc(F)cc1)c1ccc2c(c1)OCCO2 (configuration not stated)	0.7	-1.4	7	-7	8	-3	-9	-0.8	-0.6
O=C(O)C1C2CCC(O2)C1C(=O)NCc1ccncc1 (configuration not stated)	1.1	-2.0	4	-7	7	4	2	-1.2	-0.2
CC(Oc1ccc(F)cc1)C(=O)/C=C\N(C)C (configuration not stated)	-1.7	-1.5	-2	-2	6	0	5	-1.6	0.6
COc1ccc(CCNC(=O)CCc2ccccc2O)cc1OC	·	1.5	1	-1	-6	3	·	-2.0	·
CC(C)N1CCC(N2CCN(Cc3cccc4nonc34)CC2CCO)CC1 (configuration not stated)	-2.5	·	-1	3	-6	-22	-3	-3.4	2.1
COC(=O)c1ccc2[nH]cc(CCO)c2c1	1.5	-0.5	3	11	-7	-2	1	-0.9	0.5
O=C(CSc1ccc2nnc(-c3cccc(F)c3)n2n1)NCc1ccco1	-1.2	-0.3	4	-1	-5	-11	-5	0.0	-0.9
C=CCNCCCCOc1c(Cl)cc(C)cc1Br	0.5	·	0	0	2	4	·	-0.9	·
CN1CCN(c2ccc([N+](=O)[O-])c(Sc3nncn3C)c2)CC1	2.6	·	-14	6	12	-33	-4	-2.2	-0.4
C[C@H]1CN([C@@H](C)CO)C(=O)Cc2cc(NC(=O)CCC(F)(F)F)ccc2O[C@H]1CN(C)Cc1ccc(-c2ccccc2)cc1	1.2	0.5	-2	22	7	1	-7	-1.6	0.2
NS(=O)(=O)c1ccc(CCNC(=O)COC(=O)C2COc3ccccc3O2)cc1 (configuration not stated)	3.5	-2.2	-1	14	1	-1	-6	-4.5	0.4
COC(=O)c1ccc2ncccc2c1	0.2	·	-2	20	-3	-7	-13	-2.3	0.9
CCCCC(=O)N(C)c1c(CC)nc2c(OCC=C(C)C)cccn12	·	1.3	0	·	13	·	-4	-0.7	0.0
CCOc1ccc(/C(O)=C2/C(=O)C(=O)N(CC3CCCO3)C2c2ccco2)cc1 (configuration not stated)	-0.1	-1.1	-3	-4	20	0	-6	-3.8	-0.3
COc1cc(/C=C2/C(=O)NC(=O)N(c3ccc(C)cc3)C2=O)cc(OC)c1OC	2.4	-1.7	-3	-12	11	-1	7	0.6	-0.9
NC(=O)C1CCN(C(=O)c2cccc(S(=O)(=O)N3CCc4ccccc4C3)c2)CC1	-3.0	·	6	8	-7	2	-2	-3.1	-0.5
Cc1ccc(N2CN=c3s/c(=C\c4cccnc4)c(=O)n3C2)cc1	-1.3	0.3	-1	6	28	-26	2	-2.9	0.4
CC(=O)Nc1ccc(S(=O)(=O)Nc2ccccc2N2CCOCC2)cc1	-1.7	1.9	6	5	5	1	-14	·	0.7
CN(CCCNC(=O)c1cccn2c(=O)c3ccccc3nc12)Cc1ccccc1	2.1	·	0	-2	-1	-17	-4	-0.5	5.6
COc1ccc(C)cc1NC(=O)C(Sc1nnc(-c2ccncc2)n1-c1ccc(Cl)cc1)c1ccccc1 (configuration not stated)	2.1	·	-1	5	-1	6	4	-3.2	-0.2
Cc1ccc(NC(=O)[C@H](NC(=O)[C@@H]2Cc3ccccc3CN2)c2ccccc2)c(C)c1	-0.3	-1.4	-3	14	6	-3	-9	-1.2	1.5
COc1ccc(Cn2c(-c3ccc(Br)cc3)c[n+]3ccccc23)cc1	2.3	27	6	4	2	-3	0	-3.1	0.5
CCOC(=O)N1CCN(S(=O)(=O)c2ccc(C(=O)N(CCCN(C)C)c3nc4c(F)cc(F)cc4s3)cc2)CC1	0.3	-0.4	-1	-3	-3	-8	-2	-3.8	-6.2
COc1cccc(NC(=O)c2ccc(S(=O)(=O)N(C)C)cc2)c1	-1.5	·	-3	-7	14	4	-6	-1.8	0.3
CCOC(=O)Cc1csc(NS(=O)(=O)c2ccc(OC)cc2)n1	0.1	·	-3	-5	4	-1	-3	-3.0	-0.5

Pulled by compound from the list above:
Compound	Mtb UGM inh	Mtb BioA inh	FBA Mtb inh	CCHFV vOTU inh	GDH-TPI inh	PrPC surface inh	BoNT-F LC inh	FadD28 FP inh	BoNT-A LC inh2
CN(CCCNC(=O)c1cccn2c(=O)c3ccccc3nc12)Cc1ccccc1	2.1	·	0	-2	-1	-17	-4	-0.5	5.6
CCOC(=O)Cc1csc(NS(=O)(=O)c2ccc(OC)cc2)n1	0.1	·	-3	-5	4	-1	-3	-3.0	-0.5
